# Compound activity deposited in PubChem BioAssay by several laboratories.
# NALP1 inh: NALP1 inhibition. inhibition, % at 10 µM. AID 2071. S. cerevisiae NALP1/ASC/caspase-1 growth, X-gal OD620, 72 h. 0.61% of 280,000 active; in the data active means inhibition mostly above about 24%, no sharp cut-off; inactive means mostly below about 32%; further: some compounds called inactive have numbers as strong as hits
# MEKK2mut PB1 HTS: signal of MEK5 binding to mutant human MEKK2 PB1 domain; 0.35% of 290,000 active; percent response, % at 10 µM; bead flow cytometry, Alexa488-MEK5 binding to MEKK2 mutant; in the data active means percent response above about 24%, passing the limit was not always enough; further: inactives centre near 1; some results filed as inactive read as strong as hits; reference of the scale not given here
# MEKK3 PB1 HTS: raises or lowers MEK5 binding to the human MEKK3 PB1 domain. bead-based flow cytometry, Alexa488-MEK5 binding to MEKK3; actives lie on both sides; 0 = blocked by unlabeled MEK5, 100 = vehicle. AID 1529. binding response (% of control), % at 10 µM. 1.4% of 290,000 active;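 active means binding response more than 3 SD above or below the average of its plate-row segment, actives on both sides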;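 further: Alexa488 bead fluorescence after subtracting the streptavidin-only scavenger bead signal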
# GalR3 antag: blocks the human galanin receptor 3. O60755. HEK293 GalR3-CNG cAMP membrane potential fluorescence; galR3 body fused to GalR1 C-terminus. inhibition, % at 3 µM. 0.44% of 360,000 active. AID 651719;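 active means inhibition above the screen-wide average plus 3 SD, cut at about 13% in these data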;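 further: forskolin and galanin both at EC90 stimulate the cells; cAMP rise reported by CNG channel membrane potential dye signal; 0% = forskolin plus galanin with DMSO and 100% = forskolin alone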
# MEKK2wt PB1 HTS: raises or lowers MEK5 binding to wildtype human MEKK2 PB1 domain; binding response (% of control), % at 10 µM; Q9Y2U5; 1.1% of 290,000 active; bead flow cytometry, Alexa488-MEK5 binding to MEKK2 WT; actives lie on both sides; in the data active means binding response below about 67% or above about 130%
# OXTR agonist: activates the human oxytocin receptor. CHO-OTR cells, Fluo-8 calcium fluorescence; normalized: DMSO 0%, oxytocin 100%. activation, % at 3 µM. 0.32% of 320,000 active;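 active means activation above the mean of all tested compounds plus 3 SD, cutoff set per screening run, cut at about 20% in these data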;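 further: peak over basal fluorescence ratio from a 100 s FLIPR kinetic read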
# Target sequence (P30559 whole entry, looked up): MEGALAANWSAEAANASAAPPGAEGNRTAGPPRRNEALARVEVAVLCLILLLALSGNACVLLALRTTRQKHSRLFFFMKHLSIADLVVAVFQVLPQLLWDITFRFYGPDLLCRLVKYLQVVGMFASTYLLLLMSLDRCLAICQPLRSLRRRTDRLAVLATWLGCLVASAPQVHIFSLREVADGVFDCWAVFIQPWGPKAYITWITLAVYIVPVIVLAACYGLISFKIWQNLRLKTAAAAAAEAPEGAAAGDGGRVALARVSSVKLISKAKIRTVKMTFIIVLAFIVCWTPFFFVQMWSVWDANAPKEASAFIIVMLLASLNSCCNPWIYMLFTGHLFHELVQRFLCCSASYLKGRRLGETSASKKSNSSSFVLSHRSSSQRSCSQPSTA
# PHOSPHO1 block: blocks human PHOSPHO1 phosphatase activity | recombinant PHOSPHO1, absorbance phosphatase assay | 1.1% of 290,000 active | AID 1565 | inhibition, % at 13.3 µM | Q8TCT1; in the data active means inhibition above about 60%
# Target sequence (Q8TCT1 whole entry, looked up): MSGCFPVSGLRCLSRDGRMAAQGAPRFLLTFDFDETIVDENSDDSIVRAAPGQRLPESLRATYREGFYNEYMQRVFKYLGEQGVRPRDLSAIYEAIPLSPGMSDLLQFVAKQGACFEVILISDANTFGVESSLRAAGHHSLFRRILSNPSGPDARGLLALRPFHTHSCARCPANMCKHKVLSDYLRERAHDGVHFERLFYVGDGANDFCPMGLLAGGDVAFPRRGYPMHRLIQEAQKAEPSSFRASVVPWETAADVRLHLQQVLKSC
# V1R ag counter: activates human V1a receptor in oxytocin agonist counter-screen; activation, % at 3 µM; 0.25% of 320,000 active; CHO-V1R cells, Fluo-8 calcium fluorescence, agonist mode; 0% DMSO, 100% 3 nM vasopressin; P37288;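 active means activation above the mean activation of all tested compounds plus 3 SD, per screening run, cut at about 20% in these data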;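 further: signal is peak over basal fluorescence ratio across a 100 second FLIPR read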
# GPR7 antag: antagonists of human GPR7 (neuropeptides B/W receptor 1); P48145; GPR7-expressing cells, fluorescence antagonist assay; inhibition, % at 4.4 µM; 1.1% of 290,000 active; in the data active means inhibition above about 16%, passing the limit was not always enough;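 further: cells stimulated with the agonist NPW; 0% = agonist with vehicle and 100% = vehicle without agonist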
# Target sequence (P48145 whole entry, looked up): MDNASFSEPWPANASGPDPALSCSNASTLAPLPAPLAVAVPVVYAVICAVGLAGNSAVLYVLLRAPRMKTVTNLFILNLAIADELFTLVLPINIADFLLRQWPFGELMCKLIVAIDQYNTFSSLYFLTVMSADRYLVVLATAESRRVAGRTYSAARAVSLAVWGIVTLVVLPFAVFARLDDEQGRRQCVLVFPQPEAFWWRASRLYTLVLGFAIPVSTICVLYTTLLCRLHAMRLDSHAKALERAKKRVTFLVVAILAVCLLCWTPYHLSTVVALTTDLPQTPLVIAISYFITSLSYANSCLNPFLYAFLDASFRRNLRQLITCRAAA
# * = called active by the depositor; x = no result given.
canonical_smiles | GPR7 antag | OXTR agonist | NALP1 inh | PHOSPHO1 block | V1R ag counter | MEKK2mut PB1 HTS | MEKK3 PB1 HTS | MEKK2wt PB1 HTS | GalR3 antag
CCN(CC)C(=O)Cn1c(=O)oc2ccccc21 | -10 | 0.3 | x | 42 | 1.2 | -29 | 88 | 94 | -2
COc1ccc2[nH]c(=O)c(-c3nnn(-c4ccccc4)n3)cc2c1 | -7 | 0.0 | -4 | 9 | 0.1 | 2 | 98 | 95 | -1
COC(C[C@@H]1O[C@H]1[C@@H](O)COCc1ccccc1)OC | x | x | x | 18 | x | 5 | 110 | 103 | -3
COc1ccc(/C=C/C2=CC(C)(C)NC(=S)N2)c(OC)c1 | -7 | -2.3 | 14 | 20 | -1.4 | -12 | 97 | 84 | -4
CCOC(=O)Cn1nc(/C=C/c2ccccc2)ccc1=O | -2 | 2.4 | -8 | 32 | 0.3 | 6 | 102 | 100 | 0
CC(=O)Nc1ccc(N(C(=O)c2cnccn2)C(C(=O)NC2CCCCC2)c2ccc(O)cc2)cc1 (configuration not stated) | -4 | -0.4 | -8 | -27 | 0.0 | -3 | 95 | 97 | -8
CCOCCc1nnc(NC(=O)C2CC(=O)N(CCc3ccc(F)cc3)C2)s1 (configuration not stated) | 6 | -0.1 | -29 | 7 | 0.4 | -5 | 102 | 99 | -10
Cc1ccc(C(=O)NC2(C(F)(F)F)N=C3SCCN3C2=O)cc1 (configuration not stated) | -8 | -0.1 | 0 | 28 | 0.7 | 1 | 103 | 100 | 0
CCOC(=O)c1cnc(SCc2nc(N)nc(Nc3ccccc3)n2)nc1N | -13 | -1.9 | -9 | 1 | -0.3 | 13 | 105 | 110 | -6
COC(=O)/C=c1/s/c(=C(/C#N)C(=O)N2CCCCC2)n(-c2ccccc2)c1=O | -6 | -0.7 | 5 | -9 | -0.1 | 15 | 94 | 101 | 1
Cc1nc(NN)nc(NCc2ccccc2)n1 | -10 | -1.4 | 5 | 34 | -0.9 | 4 | 108 | 112 | -4
Nc1cc(C(F)(F)F)cc([N+](=O)[O-])c1N | -6 | -0.7 | -17 | 37 | -0.6 | -1 | 98 | 96 | -3
CC(C)OC(=O)CC1C(=O)NCCN1C(=S)NC(=O)CCc1ccccc1 (configuration not stated) | -2 | -0.6 | -4 | 1 | -0.2 | 0 | 104 | 100 | -4
Clc1ccc(-c2nnc(NCCN3CCCC3)c3ccccc23)cc1 | 6 | -1.5 | 6 | 31 | -0.4 | 8 | 107 | 127 | -11
COc1cc(C(=O)Nc2ccc(N(C)C)cc2)c([N+](=O)[O-])cc1OC | -2 | -0.2 | -1 | 47 | -0.5 | -5 | 75 | 93 | -5
CCOC(=O)C1=C(CC)OC(N)=C(C#N)C1c1ccsc1 (configuration not stated) | 0 | -1.4 | 15 | -3 | 0.7 | 2 | 107 | 106 | -1
O=C(CC1(O)C(=O)Nc2ccc(Br)cc21)c1ccc2c(c1)OCO2 (configuration not stated) | -1 | 2.8 | 9 | -16 | 1.6 | 0 | 102 | 94 | -3
CCOc1cccc(C(=O)Nc2cccnc2)c1 | -1 | -0.5 | -1 | -36 | 0.6 | -8 | 87 | 95 | -4
COc1ccccc1CNC(=O)CCS(=O)(=O)Cc1ccc(C)cc1 | -15 | 11 | -6 | 49 | 0.0 | 3 | 101 | 108 | -6
COc1cc(-c2nc(-c3ccccc3)c(-c3cccs3)[nH]2)cc(OC)c1OC | -7 | -1.5 | 11 | -1 | 0.1 | -1 | 93 | 100 | -6
CC(=O)NC(c1ccc(C(C)C)cc1)c1ccc2cccnc2c1O (configuration not stated) | 2 | 0.5 | -12 | 14 | 3.6 | 11 | 105 | 109 | -10
CCOC(=O)CC(NC(=O)CCc1c(C)nc2nc(C)nn2c1C)c1ccc(C)cc1 (configuration not stated) | -8 | -0.4 | 7 | 5 | -0.2 | 0 | 104 | 103 | 1
Cc1ccc(-c2cc(C(F)F)n3ncc(C(=O)N4CCN(c5ccccn5)CC4)c3n2)cc1 | -15 | -1.2 | 35 | -18 | -2.1 | -2 | 101 | 102 | 1
O=c1c2ccccc2[nH]c(=S)n1CCc1ccccc1 | -2 | 0.1 | 30 | 6 | 0.5 | -2 | 98 | 98 | -5
COc1ccc(C2/C(=C(\O)c3ccc4c(c3)OCCO4)C(=O)C(=O)N2Cc2ccco2)c(OC)c1 (configuration not stated) | -6 | -1.7 | 9 | -8 | -0.1 | 4 | 88 | 101 | -6
COC(=O)CCN(c1ccccc1)S(=O)(=O)c1cc(-c2cc(C)no2)ccc1C | -11 | -0.8 | 12 | 22 | 0.1 | -2 | 102 | 98 | 0
COC(=O)C1=C(N)Oc2cc(C)n(Cc3ccco3)c(=O)c2C1c1cccc(Cl)c1 (configuration not stated) | -8 | -2.1 | 26 | -3 | -1.7 | 2 | 106 | 103 | -3
C=CCSc1ncc(C#N)c(N)n1 | -7 | 0.5 | 2 | -8 | 0.4 | 4 | 107 | 102 | -1
NC(=O)C1=C[C@@H](c2coc3ccccc3c2=O)C[C@@H](OCCCCO)O1 | -17 | -0.7 | -7 | 43 | 0.1 | 4 | 99 | 101 | -8
CCOC(=O)c1c(C)c(C(=O)NCCCOC)c(C)n1C | -12 | -0.3 | 37 | 11 | 0.3 | x | x | x | -5
O=C(CC1(O)C(=O)Nc2ccccc21)c1ccc(-n2cccc2)cc1 (configuration not stated) | -7 | 1.0 | 10 | -7 | 1.7 | 8 | 105 | 105 | 2
Cc1ccc2cc(/C=N/NC(=O)[C@H](C)NC(=O)OC(C)(C)C)c(Cl)nc2c1 | -1 | -1.7 | 15 | 9 | -0.1 | 6 | 98 | 99 | 0
CC1(C(=O)NCCc2c[nH]c3ccccc23)C=CCN1C(=O)c1ccccc1 (configuration not stated) | 14 | -1.0 | 24 | 8 | -0.8 | 3 | 67 | 74 | -5
Oc1c(Br)cc(/C=N/Nc2nncc3ccccc23)cc1Br | -4 | 0.3 | 23 | 23 | 0.2 | 7 | 98 | 97 | x
CSc1ccc(S(=O)(=O)N2CCC(C(=O)NCC3CCCO3)CC2)cc1 (configuration not stated) | -9 | 0.0 | 2 | 15 | 0.6 | 1 | 100 | 102 | -8
Cc1noc(NS(=O)(=O)c2ccc(NC(=O)C(Cl)(Cl)Cl)cc2)c1C | -18 | 0.5 | 1 | 53 | 0.0 | 4 | 105 | 97 | 2
CN(CP(=O)(O)C(O)c1ccccc1)S(C)(=O)=O (configuration not stated) | 6 | -0.1 | 7 | 15 | 0.0 | 7 | 100 | 102 | 0
COC(=O)c1nn(-c2ccc(C)cc2)ccc1=O | -6 | -2.0 | 6 | 44 | -0.8 | 1 | 106 | 103 | -3
COc1ccccc1NS(=O)(=O)c1cc(NC(=S)Nc2cc(C)cc(C)c2)ccc1Cl | 5 | -0.8 | 6 | 0 | 1.2 | 0 | 123 | 128 | -10
CCOc1ccc(C2C=C(c3ccc(C)cc3)Nc3nnnn32)cc1 (configuration not stated) | -10 | 3.4 | -3 | -4 | 0.7 | -4 | 89 | 88 | -3
CSc1nnc(-c2ccccc2)c(=O)[nH]1 | 7 | -0.7 | -14 | 41 | 0.8 | 1 | 95 | 97 | 1
CC(=O)c1ccc(N2CCN(C(=O)c3ccc(Cl)c(NC4=NC5CS(=O)(=O)CC5S4)c3)CC2)cc1 (configuration not stated) | 2 | 0.2 | -21 | 47 | -0.1 | 0 | 96 | 93 | 1
Cc1cccc(NC(=O)Cn2cc([N+](=O)[O-])cn2)n1 | -6 | 1.0 | 19 | 4 | 0.4 | -1 | 113 | 104 | -3
COC(=O)c1cccc(C(=O)N2CCCC(CCC(=O)N(C)CCc3ccccn3)C2)c1 (configuration not stated) | -9 | -0.7 | -2 | 3 | 3.7 | -1 | 100 | 105 | -2
COc1ccc(CCN2C(=O)N[C@@H](CCC(=O)O)C2=O)cc1 | -23 | -0.5 | 1 | 20 | 3.7 | 4 | 103 | 109 | -10
O=C(NCCCn1ccnc1)c1nn2c(C(F)(F)F)cc(-c3ccccc3)nc2c1Cl | -17 | -1.9 | 25 | -8 | -1.5 | 0 | 101 | 97 | -9
COc1ccc(C(CC(=O)Nc2cc([N+](=O)[O-])ccc2OC)c2ccccc2)cc1 (configuration not stated) | 10 | -1.5 | 30 | -14 | 0.6 | 4 | 92 | 99 | -8
Oc1ccc(N2CCN(c3ncnc4sc5c(c34)CCC5)CC2)cc1 | -15 | 0.2 | -2 | 75* | 0.5 | 6 | 103 | 105 | -3
CN(CC(=O)Nc1ccccc1C(F)(F)F)Cc1c(O)ccc2ccccc12 | -17 | 1.2 | 0 | -4 | 0.0 | -8 | 101 | 94 | -10
O=[N+]([O-])c1ccc(-c2ccc(/C=N/n3cnnc3)o2)c(Br)c1 | -17 | -2.2 | 7 | 34 | -0.9 | 5 | 103 | 97 | -4
Oc1c(Br)cc(Br)cc1/C=N/n1c(-c2ccccc2)n[nH]c1=S | -17 | -0.3 | -3 | -123 | 0.0 | 7 | 107 | 108 | 2
Cc1ccc(NC(=O)[C@@H]2CCCN2S(=O)(=O)c2ccccc2F)cc1S(=O)(=O)N1CCOCC1 | -2 | -0.2 | 26 | 9 | 0.6 | -1 | 104 | 106 | -5
CN(Cc1cccs1)c1nc(-c2cccnc2)nc2ccccc12 | -4 | -1.7 | -5 | -6 | -1.1 | -2 | 105 | 96 | -7
CN(c1nc2ccccc2nc1Cl)S(=O)(=O)c1ccccc1 | -8 | -1.7 | 5 | 22 | -1.4 | 6 | 103 | 104 | -9
CCN(CC)CCCNc1cc2n(c(=O)n1)CCc1cc(OC)c(OC)cc1-2 | -15 | -1.0 | 26 | 7 | -1.0 | 5 | 104 | 104 | -3
CCOC(=O)c1c(NC(=O)Nc2ccc(F)cc2)sc2c1CCN(C)C2 | -2 | 0.8 | 9 | 24 | 0.1 | 31 | 129* | 141* | 0
CCn1c(=S)sc2c(=O)n(CC(=O)Nc3ccc(OC)c(Cl)c3)c(C)nc21 | 4 | -0.9 | 8 | 16 | 3.3 | -2 | 99 | 102 | -5
CC1CN(C(=O)c2cc3cc([N+](=O)[O-])ccc3oc2=O)CC(C)O1 (configuration not stated) | 1 | -0.3 | 19 | 45 | 0.1 | -9 | 92 | 93 | -1
COC(=O)C(=Cc1ccc(OCc2ccc([N+](=O)[O-])cc2)c(OC)c1)C(=O)OC | -10 | 1.4 | 36 | 4 | 3.1 | x | x | x | 3

# Whole records, looked up by structure:
# `Oc1c(Br)cc(Br)cc1/C=N/n1c(-c2ccccc2)n[nH]c1=S` as listed: GPR7 antag = -17; OXTR agonist = -0.3; NALP1 inh = -3; PHOSPHO1 block = -123; V1R ag counter = 0.0; MEKK2mut PB1 HTS = 7; MEKK3 PB1 HTS = 107; MEKK2wt PB1 HTS = 108; GalR3 antag = 2
# `CN(Cc1cccs1)c1nc(-c2cccnc2)nc2ccccc12` as listed: GPR7 antag = -4; OXTR agonist = -1.7; NALP1 inh = -5; PHOSPHO1 block = -6; V1R ag counter = -1.1; MEKK2mut PB1 HTS = -2; MEKK3 PB1 HTS = 105; MEKK2wt PB1 HTS = 96; GalR3 antag = -7
# `Cc1cccc(NC(=O)Cn2cc([N+](=O)[O-])cn2)n1` as listed: GPR7 antag = -6; OXTR agonist = 1.0; NALP1 inh = 19; PHOSPHO1 block = 4; V1R ag counter = 0.4; MEKK2mut PB1 HTS = -1; MEKK3 PB1 HTS = 113; MEKK2wt PB1 HTS = 104; GalR3 antag = -3

# Individual results from the list:
# COc1ccccc1NS(=O)(=O)c1cc(NC(=S)Nc2cc(C)cc(C)c2)ccc1Cl in PHOSPHO1 block = 0
# CN(Cc1cccs1)c1nc(-c2cccnc2)nc2ccccc12 in MEKK3 PB1 HTS = 105

# Ordered by value in MEKK2wt PB1 HTS (low to high): three from the list above
structure,MEKK2wt PB1 HTS
CN(Cc1cccs1)c1nc(-c2cccnc2)nc2ccccc12,96
O=[N+]([O-])c1ccc(-c2ccc(/C=N/n3cnnc3)o2)c(Br)c1,97
COc1ccc(CCN2C(=O)N[C@@H](CCC(=O)O)C2=O)cc1,109
